# p53ts 39C kill = kills p53ts cells at the nonpermissive temperature. H1299-p53A138V viability at 39C, ATP luminescence, 24 h. Potency, µM (series often up to 46.1 µM), for the others: at the highest dose activity change, negative = cell killing, most hits filed as cytotoxic. 130,000 compounds, 1.5% hits; further: nearly all actives have a fitted effect of over 55% in size
# Peg3 imprint = genomic imprint erasure induction. mouse ES Peg3-LacZ reporter, beta-gal luminescence, 40 h. Potency, µM (doses to about 60.7 µM), for inactives: top-dose activity change, positive = activation, usual class: activators. 110,000 compounds, 0.02% hits. AID 1948;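 further: 0% = negative control wells on the plate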
#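 Readout: BetaGlo luminescence (5 min, room temp) for LacZ from the normally silent maternal Peg3 allele in female Peg3LacZ-Neo ES cells. Cells 300/well, 40 h, 37C, 5% CO2. Data normalized per plate to negative controls.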
# p53ts 32C kill = p53ts cell cytotoxicity, permissive temperature. 130,000 compounds, 0.93% hits. H1299-p53A138V at 32C, ATP luminescence viability, 24 h. Potency, µM (doses to about 46.1 µM), without a hit: top-dose activity change, negative = cytotoxicity, most hits filed as cytotoxic;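 further: 0% = DMSO and -100% = full killing by reference compound; nearly all actives have a fitted effect of over 55% in size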
#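 Cells: H1299 p53ts (A138V), 600/well, pre-incubated 16–30 h at 37C. Cpd up to 46 uM, 24 h, 32C. Readout: ATPlite luminescence, 20 min RT. Normalization: DMSO vs tamoxifen 100 uM. AC50 by Hill equation.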
# IkB sig inh = suppresses IkB signaling in ABC-DLBCL reporter cells; ABC-DLBCL IkBa-CBG/CBR dual luciferase ratio, 4 h; response scale: scaled: untreated 0%, proteasome inhibitor 100%; Potency, µM (series often up to 57.1 µM), inactives show at the highest dose IkBa stabilization activation; 110,000 compounds, 0.04% hits; AID 445; active means well fitted curve in the direction sought with a large enough effect in the signal ratio, not every such curve was filed as active; inconclusive means small, poorly fitted or top-dose-only effect, or a change in a side signal; the % refers to the signal ratio;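 further: the direction sought is a rising ratio; 0% = basal untreated cells and 100% = reference inhibitor full response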
#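 Curves were fitted separately to fusion (green), unfused (red) and ratio luminescence, then classed by r2, magnitude and activity. Cells: OCI-Ly3, 4 h compound plus doxycycline at 37C; 10 uM MG-132 defined full response.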
# * hit, by the source's call; ? = inconclusive; . = no result given; [ ] = remark or other dose. Unless noted, the call rests on the fitted dose curve; in most records, active means well fitted curve in the direction sought with a large enough effect; inconclusive means small, poorly fitted or top-dose-only effect, or another doubt; inactive means no such curve, though single readings can be large; an effect the other way counts as inactive or inconclusive. Unless noted, on the % scale 0 is the no-effect control and ±100 the full control effect; potency means the concentration at half of the fitted maximal effect.
# Abbreviations: A = p53ts 39C kill; B = Peg3 imprint; C = p53ts 32C kill; D = IkB sig inh
1) C/C(N)=C(/C#N)C(=O)CSc1nc(C2CCCCC2)n(-c2ccccc2)n1
  A: -13.7% | B: -13.9% | C: -15.1% | D: 0.3%

2) CCCCCSc1nc2c(c(=O)[nH]c(=O)n2C)n1C(C)C
  A: -1.3% | B: -4.7% | C: 2.9% | D: -4.2%

3) Cc1nc(C)c(-c2ccc(SCC(=O)Nc3ccc(Cl)c(Cl)c3)nn2)s1
  A: -18.2% | B: 6.9%[10.9 µM] | C: 1.8% | D: 2.0%

4) COCCn1c(SCC(=O)Nc2cccc(C)c2C)nc2c(oc3ccccc32)c1=O
  A: 14.2% | B: 5.2%[10.9 µM] | C: 3.1% | D: 3.0%

5) Cc1ccc(CNC(=O)C2CC(=O)OC23CCCC3)c(C)c1 (stereo not drawn)
  A: 4.9% | B: -6.8% | C: 12.1% | D: -0.1%

6) Cc1ccnc(NC(=O)Nc2cccc(F)c2)c1
  A: ? | B: . | C: ? | D: ?

7) Nc1c(C(=O)NCc2ccco2)nnn1Cc1ccccc1
  A: -7.8% | B: 2.1% | C: -7.7% | D: 1.7%

8) CCOC(=O)C1=C(CS(=O)(=O)c2ccccc2)NC(=O)NC1c1ccccc1OCC (stereo not drawn)
  A: 5.5% | B: -13.1% | C: 18.8% | D: -0.5%

9) COc1ccc(NC(=O)CSc2nnc(CNC(=O)c3ccco3)n2-c2ccccc2OC)cc1
  A: 10.7% | B: 5.6% | C: -6.8% | D: ?

10) COC(=O)[C@@]1(Cc2ccc(F)cc2)[C@H]2c3cc(C(=O)N(C)C)n(Cc4ccc(O)c(OC)c4)c3C[C@H]2CN1C(=O)c1ccccc1
  A: -10.4% | B: -2.6% | C: 26.5% | D: .

11) CCc1ccc(S(=O)(=O)c2nnn3c2nc(NC2CCCCCC2)c2sccc23)cc1
  A: -25.1% | B: -11.8%[10.9 µM] | C: 0.5% | D: -0.9%

12) CCNC(=O)Cc1ccc(NC(=O)N2CCCCc3ccccc32)cc1
  A: -36.2% | B: -8.8%[10.9 µM] | C: 1.4% | D: 4.0%

13) COc1ccc(CN=C(NS(=O)(=O)c2cccs2)SC)cc1
  A: -13.4% | B: . | C: -8.8% | D: .

14) Cc1ccc(-c2nc(C3CCCN(S(=O)(=O)c4ccc(C)cc4)C3)no2)cc1 (stereo not drawn)
  A: 9.0% | B: -17.3% | C: 5.0% | D: 0.6%

15) CCN(CC)CCN1C(=O)c2ccccc2NC1c1cccc(F)c1 (stereo not drawn)
  A: -11.5% | B: -15.1% | C: -9.7% | D: -1.5%

16) O=C(Nc1ccccc1F)c1cc(S(=O)(=O)N2CCCCC2)cs1
  A: 13.7% | B: -18.9% | C: 16.3% | D: ?

17) O=C(Nc1c(C(=O)Nc2cccc(C(F)(F)F)c2)oc2ccccc12)c1cc(=O)c2ccccc2o1
  A: -15.6% | B: -4.3%[10.9 µM] | C: 6.4% | D: -2.2%

18) CCN(CC)S(=O)(=O)c1ccc2c(c1)c(=O)c(C(=O)N1CCN(c3ccccc3)CC1)cn2C
  A: -2.4% | B: 7.3% | C: -13.7% | D: 0.3%

19) CCOC(=O)c1ccc(N2C(=O)c3n[nH]c(-c4cccs4)c3C2c2ccc(CC)cc2)cc1 (stereo not drawn)
  A: 10µM* | B: 5.7%[10.9 µM] | C: ? | D: ?

20) c1ccc(COc2ccc(CNn3cnnc3)cc2)cc1
  A: 3.7% | B: -14.1% | C: -5.8% | D: 0.1%

21) Cc1csc2ncc(C(=O)Nc3ccc4c(c3)OCCO4)c(=O)n12
  A: -6.1% | B: -4.7% | C: -11.0% | D: -0.9%

22) COc1cccc(/C=C/c2nc(C#N)c(N3CCC(C(N)=O)CC3)o2)c1
  A: -19.3% | B: ? | C: 2.5% | D: ?

23) C=CCn1c(SCc2ccc(C(=O)OC)cc2)nnc1-c1sc(N)nc1C
  A: -7.0% | B: -6.8% | C: -9.9% | D: 1.3%

24) Cc1cccc(CCNC(=O)CCc2c(C)nc3c(-c4ccc(F)cc4)c(C)nn3c2C)c1
  A: ? | B: -8.4%[10.9 µM] | C: -2.7% | D: ?

25) Cc1nc(NC2=NCN(CCN3CCOCC3)CN2)nc2c(C)cccc12
  A: -7.0% | B: -7.9% | C: -2.0% | D: -0.9%

# Record cards (already shown):
# Cc1nc(NC2=NCN(CCN3CCOCC3)CN2)nc2c(C)cccc12 in the list: p53ts 39C kill = -7.0%; Peg3 imprint = -7.9%; p53ts 32C kill = -2.0%; IkB sig inh = -0.9%
# C=CCn1c(SCc2ccc(C(=O)OC)cc2)nnc1-c1sc(N)nc1C in the list: p53ts 39C kill = -7.0%; Peg3 imprint = -6.8%; p53ts 32C kill = -9.9%; IkB sig inh = 1.3%

# Additional compounds follow.
# Abbreviations: A = p53ts 39C kill; B = Peg3 imprint; C = p53ts 32C kill; D = IkB sig inh
26) Cc1cccc(-n2ncc(C(=O)Nc3ccc4c(c3)OCO4)c2C2CCN(C(=O)OC(C)(C)C)CC2)c1
  A: -2.0% | B: -9.8%[10.9 µM] | C: 15.8% | D: ?

27) Cn1nc(C(=O)NCc2ccccc2Cl)c2c1-c1ccccc1S(=O)(=O)C2
  A: -9.5% | B: -9.5%[10.9 µM] | C: -3.2% | D: -0.5%

28) COC(=O)c1ccccc1NC(=O)NCc1ccc2c(c1)CCN2C(=O)c1ccccc1
  A: -11.8% | B: -6.2%[10.9 µM] | C: 8.9% | D: ?

29) CC(=O)c1c(C)[nH]c(C(=O)NCCc2cccc(C)c2)c1C
  A: -24.8% | B: -18.4% | C: -25.0% | D: 2.1%

30) CC(C)CCSc1nnc2n(-c3ccccc3)c(=O)c3c4c(sc3n12)CC(C)CC4 (stereo not drawn)
  A: -0.7% | B: 0.6%[10.9 µM] | C: 6.7% | D: 7.1%

31) CCC(=O)N1CCc2cc(Br)cc(S(=O)(=O)CCC(=O)NCCc3ccccc3Cl)c21
  A: 38.7%[activator] | B: -9.3%[10.9 µM] | C: -0.8% | D: -4.5%

32) Cc1cc(=O)n2nc(N3CCC(C(=O)NCCCOC(C)C)CC3)sc2n1
  A: 3.1% | B: 6.7%[10.9 µM] | C: -4.3% | D: 1.1%

33) CCCCCCCCCCCCCCSCC(=O)O
  A: ? | B: -6.8% | C: 16.3% | D: 5.0%

34) O=C(c1ccco1)N1CCN(C(=O)c2cc(-c3ccncc3)nc3ccc(Br)cc23)CC1
  A: 5.8% | B: -16.4% | C: 1.5% | D: -0.4%

35) O=C(CC(Sc1ccccc1)c1cccs1)c1ccco1 (stereo not drawn)
  A: -13.7% | B: -14.8% | C: 1.7% | D: ?

36) CCc1cccc(-n2c(=O)c3cccnc3n2CC(=O)Nc2c(C)cc(C)cc2C)c1
  A: -12.3% | B: -4.3%[10.9 µM] | C: 4.9% | D: -0.8%

37) O=C(NC12CC3CC(CC(C3)C1)C2)N1CCCC(CO)C1 (stereo not drawn)
  A: 7.7% | B: -5.9% | C: -2.7% | D: 0.3%

38) N#Cc1c(-c2ccco2)cc(-c2cccnc2)nc1N
  A: 10.7% | B: 17.6% | C: -8.4% | D: 7.2%

39) CCOc1ccccc1CNC(=O)Cc1ccc(NC(=O)N2CCCCc3ccccc32)cc1
  A: -20.9% | B: -15.1%[10.9 µM] | C: 7.2% | D: ?

40) CS(=O)(=O)N1CCN(C(=O)c2ccc(F)cc2)CC1
  A: 1.9% | B: -0.8% | C: -2.6% | D: 0.9%

41) CCOc1ccc(CCNC(=O)CS(=O)(=O)Cc2nc(-c3cccc(Cl)c3)oc2C)cc1
  A: -14.2% | B: -13.8%[10.9 µM] | C: -6.5% | D: 0.5%

42) Cc1ccccc1-n1c(SC(C)C(N)=O)nnc1-c1cccnc1 (stereo not drawn)
  A: -2.6% | B: 4.5% | C: 4.0% | D: 0.2%

43) CSc1ccc(S(=O)(=O)Nc2ccc(F)cc2)cc1
  A: -3.4% | B: -20.9% | C: 12.0% | D: 14.2%

44) CCCn1c(-c2ccc(F)cc2)nc2c(N3CCN(CCC(=O)OCC)CC3)nc(C)nc21
  A: -0.7% | B: -11.0% | C: -2.5% | D: .

45) Cc1cccc(OCc2nnc(SCC(=O)Nc3ccc(C)c(Cl)c3)o2)c1
  A: 2.1% | B: . | C: -0.1% | D: .

46) CC(C)(C)NC(=O)c1cnn2c(C(F)F)cc(-c3ccccc3)nc12
  A: 3.4% | B: -4.8%[10.9 µM] | C: 29.9% | D: -1.6%

47) O=C(COc1ccccc1Cl)N(Cc1ccco1)Cc1ccco1
  A: -25.3% | B: -6.4%[10.9 µM] | C: 2.0% | D: ?

48) CCOc1ccc(CN2C(=O)c3ccccc3Sc3ccc(C(=O)NC4CCC(C)CC4)cc32)cc1 (stereo not drawn)
  A: 24.4% | B: -7.1%[10.9 µM] | C: 28.0% | D: -2.3%

49) CCOc1ccccc1Nc1sc(C(=O)c2ccc(Cl)cc2)c(N)c1C#N
  A: -6.9% | B: -14.5%[10.9 µM] | C: 5.7% | D: -0.6%

50) COc1cccc(-c2cncnc2NCc2cccs2)c1
  A: -3.3% | B: ? | C: 6.1% | D: 1.8%[11.4 µM]

51) Cc1ccc(NC(=O)c2cc(NC(=O)c3ccco3)ccc2N2CCOCC2)cc1
  A: -6.5% | B: -13.1% | C: 4.7% | D: ?

52) O=C(CN1C(=O)/C(=C2\SC(=S)N(C3CCS(=O)(=O)C3)C2=O)c2ccccc21)Nc1ccccc1 (stereo not drawn)
  A: 10.5% | B: . | C: 5.4% | D: .

53) CCOC(=O)N1CCN(C(=O)CSc2ncnc3ccccc23)CC1
  A: 0.6% | B: 7.1% | C: 14.4% | D: -0.5%

54) N#Cc1c(C(F)(F)F)cc(-c2cccs2)nc1SCC(=O)Nc1cccc(Cl)c1
  A: -4.6% | B: -3.8%[10.9 µM] | C: -2.5% | D: 1.0%

55) Cn1ccnc1SCC(=O)Nc1cccc(C(F)(F)F)c1
  A: -18.7% | B: . | C: -10.2% | D: .

56) CCOC(=O)C(O)(CC(=O)c1ccc(OC)cc1)C(F)(F)F (stereo not drawn)
  A: 11.3% | B: . | C: -4.1% | D: .

57) Cc1nnc2c3cnn(-c4ccc(Cl)cc4)c3ncn12
  A: -8.9% | B: -12.6% | C: 7.7% | D: 1.7%

58) COC(=O)c1ccc(NC(=O)CC2C(=O)N(c3cccc(OC)c3)C(=O)N2Cc2cccs2)cc1 (stereo not drawn)
  A: ? | B: -7.9%[10.9 µM] | C: -4.8% | D: ?

59) CC1CCCCN1C(=O)Cc1ccc(F)cc1 (stereo not drawn)
  A: 3.7% | B: -6.2% | C: -3.1% | D: 6.2%

60) CCOc1ccc(-c2cn3c(n2)sc2cc(C(=O)NC4CCCc5ccccc54)ccc23)cc1 (stereo not drawn)
  A: 3.8% | B: -5.9%[10.9 µM] | C: -4.6% | D: 4.7%

61) COc1cccc(C(=O)N2CCN(C(=O)c3cccc4ccccc34)CC2)c1OC
  A: 9.7% | B: -7.9% | C: -7.0% | D: -4.7%

62) Cc1nc2ccc(NC(=O)N3CCN(c4ccccn4)CC3)cc2s1
  A: 2.5% | B: -13.1% | C: 8.0% | D: -0.1%

# Pulled one by one from the entries so far:
# Abbreviations: A = p53ts 39C kill; B = Peg3 imprint; C = p53ts 32C kill; D = IkB sig inh
51) Cc1ccc(NC(=O)c2cc(NC(=O)c3ccco3)ccc2N2CCOCC2)cc1
  A: -6.5% | B: -13.1% | C: 4.7% | D: ?

53) CCOC(=O)N1CCN(C(=O)CSc2ncnc3ccccc23)CC1
  A: 0.6% | B: 7.1% | C: 14.4% | D: -0.5%

62) Cc1nc2ccc(NC(=O)N3CCN(c4ccccn4)CC3)cc2s1
  A: 2.5% | B: -13.1% | C: 8.0% | D: -0.1%

# Sorted by the number under IkB sig inh (ascending): some entries from above
cpd	SMILES	IkB sig inh
61	COc1cccc(C(=O)N2CCN(C(=O)c3cccc4ccccc34)CC2)c1OC	-4.7%
62	Cc1nc2ccc(NC(=O)N3CCN(c4ccccn4)CC3)cc2s1	-0.1%
57	Cc1nnc2c3cnn(-c4ccc(Cl)cc4)c3ncn12	1.7%
60	CCOc1ccc(-c2cn3c(n2)sc2cc(C(=O)NC4CCCc5ccccc54)ccc23)cc1 (stereo not drawn)	4.7%
59	CC1CCCCN1C(=O)Cc1ccc(F)cc1 (stereo not drawn)	6.2%

# Screening data as filed in PubChem BioAssay.
